hIAP inh: human IAP inhibitors, primary screen, biochemical, luminescence, uHTS. 330,000 compounds, 0.12% hits. purified IAP, CDP-Star luminescence, 30 min. AID 2544, 2010. inhibition, % at 10 µM. Intestinal-type alkaline phosphatase (Homo sapiens), P09923;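 active = inhibition reaching a set limit with compound at 10 µM in the primary screen, cut at about 35% in these data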;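 note: plate controls were DMSO wells with enzyme for no effect and no-enzyme buffer wells for full effect; values of inactives mirror those of a sister screen read the other way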
APOBEC3A inh: APOBEC3A ssDNA deaminase inhibitors, primary screen, selectivity assay for APOBEC3G inhibitor project, biochemical, FAM/TAMRA oligo cleavage fluorescence. DNA dC->dU-editing enzyme APOBEC-3A (Homo sapiens), P31941. recombinant A3A, FAM/TAMRA ssDNA deamination fluorescence. inhibition, % at 20 µM. 330,000 compounds, 0.41% hits;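 active = at least 40% inhibition at 20 µM here, with at most 30% in a related deaminase screen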;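 note: plate controls were A3A with DMSO for no effect and wells lacking A3A enzyme for full effect; some results filed as inactive read as strong as hits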
Target sequence (P31941 whole entry, looked up): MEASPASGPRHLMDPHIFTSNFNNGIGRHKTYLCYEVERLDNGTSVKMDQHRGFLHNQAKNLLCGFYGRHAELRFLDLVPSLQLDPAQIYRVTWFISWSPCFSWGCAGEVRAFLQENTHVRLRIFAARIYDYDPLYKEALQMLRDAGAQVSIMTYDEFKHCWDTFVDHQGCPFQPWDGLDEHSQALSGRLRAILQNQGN
mIAP activ: activators of mouse IAP, primary screen, biochemical, luminescence, uHTS; activation factor at 10 µM; muIAP, CDP-Star luminescence, 30 min; hits give high values; 1 = vehicle-only enzyme signal, 0 = enzyme-free wells; AID 2805, 2010; intestinal alkaline phosphatase [Mus musculus]; 330,000 compounds, 0.24% hits;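 active = activation factor of at least 2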; note: the source names both 10 and 20 µM as test concentration; values of inactives mirror those of a sister screen read the other way
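Assay system: mouse IAP enzyme / Compound: DMSO-dissolved test compounds / Timing: 30 min, room temperature / Measured by: luminescence from enzymatic CDP-Star hydrolysis / Control set: DMSO-only wells, enzyme-free buffer wells as negative control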
mIAP inh: inhibitors of mouse IAP, primary screen, biochemical, luminescence, uHTS; purified mouse IAP, CDP-Star luminescence, 30 min; AID 2806, 2010; inhibition, % at 10 µM; 330,000 compounds, 0.2% hits; intestinal alkaline phosphatase [Mus musculus];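 active = inhibition of at least 40% at 10 µM in the primary screen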;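 note: plate controls were DMSO with enzyme for no effect and no enzyme wells for full effect; values of inactives mirror those of a sister screen read the other way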
hIAP act: human IAP activators, primary screen, biochemical, luminescence, uHTS | purified human IAP, CDP-Star luminescence, 30 min; hits give high values; 1 = vehicle-only enzyme, 0 = enzyme-free background | Intestinal-type alkaline phosphatase (Homo sapiens), P09923 | activation factor at 10 µM | 330,000 compounds, 0.16% hits;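 active = activation factor of the enzyme at least 2-fold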; note: the source names both 10 and 20 µM as test concentration; values of inactives mirror those of a sister screen read the other way
beta cell repl: inducers of MIN6 beta-cell proliferation, primary screen, ATP luminescence, uHTS; proliferation, % at 10 µM; MIN6 cells proliferation, ATPlite luminescence, 48 h; cells starved in 0.2% serum; 100% = growth in 10% serum; 330,000 compounds, 0.29% hits;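 active = compounds whose signal lies at least 3.5 SD above the mean of all wells on their plate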;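 note: 0% = DMSO-treated cells in low-serum medium and 100% = 10% serum control; some compounds called inactive have numbers as strong as hits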
SENP1 FRET inh: human SENP1 catalytic domain inhibitors, primary screen, biochemical, FRET, uHTS | inhibition, % at 10 µM | 360,000 compounds, 0.21% hits | recombinant SENP1 catalytic domain, CyPet-SUMO1-YPet FRET cleavage | AID 624204, 2012 | Sentrin-specific protease 1 (Homo sapiens), Q9P0U3;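 active = inhibition at least 30% at 10 µM, raw YFP signal under a set limit, fluorescence ratio 0.5 to 1.5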;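 note: 0% = enzyme with DMSO and 100% = no enzyme wells; some results filed as inactive read as strong as hits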
Target sequence (Q9P0U3 419-644 limits assumed): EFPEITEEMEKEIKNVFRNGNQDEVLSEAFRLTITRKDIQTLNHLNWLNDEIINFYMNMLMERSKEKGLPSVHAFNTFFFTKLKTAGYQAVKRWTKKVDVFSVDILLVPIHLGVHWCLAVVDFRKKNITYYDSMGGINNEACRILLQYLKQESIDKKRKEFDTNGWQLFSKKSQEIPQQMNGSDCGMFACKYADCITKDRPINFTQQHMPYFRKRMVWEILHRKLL
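Material: hSENP1 catalytic domain, recombinant; medium: Tris pH 8 with BME, BSA, NP40 and catalase; compound: single concentration of 10 µM compound, 0.5% DMSO final; technique: FRET read of cyan and yellow fluorescence; timing: 50 min enzyme reaction, room temperature, light-protected; reagent: SFCypet-SUMO1-SFYpet substrate at 25 nM; control set: no-enzyme low, enzyme-DMSO high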
NLRP3 yeast inh: NALP3 inflammasome inhibitors in reconstituted yeast, primary screen, luminescence, uHTS; Yeast reconstituted NLRP3/ASC/caspase-1, beta-gal luminescence, 24 h; inhibition, % at 10 µM; 330,000 compounds, 0.39% hits; AID 2825, 2010;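 active = inhibition of 50% or more; inactive = inhibition below 50%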;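 note: plate controls were induced DMSO wells for no effect and uninduced yeast grown without galactose for full effect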
A3G deaminase: APOBEC3G DNA deaminase inhibitors, primary screen, biochemical, fluorescence, single-stranded DNA substrate, uHTS | recombinant A3G, ssDNA deamination FAM/TAMRA fluorescence | inhibition, % at 20 µM | 330,000 compounds, 0.28% hits | AID 493012, 2011;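 active = inhibition of at least 40% at 20 µM, with no more than 30% in the related APOBEC3A deaminase screen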;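 note: plate controls were DMSO wells with A3G for no effect and wells lacking A3G enzyme for full effect; some compounds called inactive have numbers as strong as hits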
Target sequence (Q9HC16 whole entry, looked up): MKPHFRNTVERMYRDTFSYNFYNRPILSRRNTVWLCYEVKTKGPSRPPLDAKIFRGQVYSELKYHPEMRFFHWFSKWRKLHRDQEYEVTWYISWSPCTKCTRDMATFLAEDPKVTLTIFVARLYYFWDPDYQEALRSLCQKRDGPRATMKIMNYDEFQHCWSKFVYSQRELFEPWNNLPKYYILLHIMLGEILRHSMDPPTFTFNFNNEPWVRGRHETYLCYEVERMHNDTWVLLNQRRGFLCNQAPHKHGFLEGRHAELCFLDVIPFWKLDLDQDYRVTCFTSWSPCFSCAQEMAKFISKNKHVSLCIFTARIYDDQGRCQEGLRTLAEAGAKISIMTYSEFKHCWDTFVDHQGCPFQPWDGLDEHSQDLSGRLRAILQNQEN
Active calls of the source: *.

SMILES	hIAP inh	APOBEC3A inh	mIAP activ	mIAP inh	hIAP act	beta cell repl	SENP1 FRET inh	NLRP3 yeast inh	A3G deaminase
Cc1ccc(NC(=O)COC(=O)c2ccc([N+](=O)[O-])s2)c(C)c1	-11	-3	0.86	14	1.1	-2	2	15	-5
O=C1c2ccccc2NC2CCCCCN12 (configuration not stated)	3	2	1	-2	0.97	-3	1	-9	4
O=C(O)C1C2C=CC(O2)C1C(=O)Nc1ccc(S(=O)(=O)Nc2ccccc2)cc1 (configuration not stated)	-7	8	0.93	7	1.1	-2	-5	15	5
Cc1ccc(S(=O)(=O)NCc2cc(=O)n(C)c(=O)n2C)cc1C	-8	3	1.1	-6	1.1	1	0	9	7
COc1ccc(CN(C)CC(=O)NC(C)c2ccccc2)c(OC)c1 (configuration not stated)	4	0	0.97	3	0.96	-1	0	-4	-3
COC(=O)c1cc(C#N)c(Oc2ccccc2)nc1C	-14	-4	1.1	-10	1.1	1	2	12	-5
CCCOc1ccc(N2C(=O)CC(NCCNc3ccc(S(=O)(=O)CC)cc3)C2=O)cc1 (configuration not stated)	6	4	1	-4	0.94	-1	0	15	2
CCN1CCN(c2ccc(N=Cc3ccc(O)cc3O)cc2)CC1	10	-4	1	0	0.9	-5	37	8	5
CCN(CC)CCN1C(=O)C(O)=C(C(=O)c2ccco2)C1c1ccccn1 (configuration not stated)	-20	3	0.97	2	1.2	-2	-60	5	2
COc1cc2c(cc1OC)CN(C(=O)C1(c3ccccc3)CC1)CC2	8	-3	0.92	8	0.92	-1	1	11	-14
O=C(Nc1ccc(F)cc1)c1ccc(CN2CCc3ccccc3C2)cc1	-32	-1	1.1	-9	1.3	-2	2	33	-9
COCCNC(=O)C(c1ccc(C)cc1)N(Cc1ccco1)C(=O)CCC(=O)Nc1ccccn1 (configuration not stated)	0	4	0.98	2	1	0	0	15	0
CCc1ccc2[nH]c3nc(C)cc(C)c3c(=O)c2c1	2	2	1	0	0.98	0	-147	13	-3
Cc1ccnc(SCCn2c(N3CCN(C)CC3)nc3c2c(=O)n(C)c(=O)n3C)n1	-6	-3	0.96	4	1.1	-2	3	11	-2
COCCn1c(C)cc(C(=O)COC(=O)/C=C/c2ccc(OC)cc2OC)c1C	-2	1	1	-4	1	-5	2	21	3
CCOc1cc(/C=C(/NC(C)=O)C(=O)O)cc(Cl)c1OCc1cccc(Br)c1	11	-1	0.97	3	0.89	-1	1	-10	-6
Cc1cccc(Cl)c1NC(=S)NCCc1ccccn1	8	-6	0.83	17	0.92	-1	-1	-2	-8
COc1ccc(C(=O)NC(=S)Nc2cccnc2)cc1Cl	9	-6	0.88	12	0.91	-1	5	14	-11
C/C(N)=C(/C#N)C(=O)COC(=O)Cc1coc2ccc3ccccc3c12	1	2	1.1	-6	0.99	0	-15	-9	-3
COC(=O)/C(C#N)=C/c1c(Oc2cccc(C)c2C)nc2ccccn2c1=O	18	-3	0.96	4	0.82	-2	-38	3	-6
COC(=O)c1cc2sccc2n1Cc1ccc(C)cc1	-8	-1	1	-3	1.1	-5	2	31	-2
CC1(C)CC(=O)C(C=NCCN2CCOCC2)=C(O)C1	-31	0	1.1	-6	1.3	-4	1	36	0
CCOC(CCNC(=O)c1cc(-c2cccs2)nc2ccccc12)OCC	3	2	0.95	5	0.97	-2	0	8	-4
CC(=O)c1c(C)[nH]c(C(=O)OCC(=O)Nc2c(C)n(C)n(-c3ccccc3)c2=O)c1C	16	0	1	0	0.84	-1	2	3	-12
COc1cc(C(=O)NCCNC(=O)c2cc(OC)c(C)c(OC)c2)cc(OC)c1C	-6	3	0.98	2	1.1	-2	-2	10	-2

Taken from the listing (16 entries):
SMILES	hIAP inh	APOBEC3A inh	mIAP activ	mIAP inh	hIAP act	beta cell repl	SENP1 FRET inh	NLRP3 yeast inh	A3G deaminase
COc1cc2c(cc1OC)CN(C(=O)C1(c3ccccc3)CC1)CC2	8	-3	0.92	8	0.92	-1	1	11	-14
O=C(Nc1ccc(F)cc1)c1ccc(CN2CCc3ccccc3C2)cc1	-32	-1	1.1	-9	1.3	-2	2	33	-9
COCCNC(=O)C(c1ccc(C)cc1)N(Cc1ccco1)C(=O)CCC(=O)Nc1ccccn1 (configuration not stated)	0	4	0.98	2	1	0	0	15	0
CCc1ccc2[nH]c3nc(C)cc(C)c3c(=O)c2c1	2	2	1	0	0.98	0	-147	13	-3
Cc1ccnc(SCCn2c(N3CCN(C)CC3)nc3c2c(=O)n(C)c(=O)n3C)n1	-6	-3	0.96	4	1.1	-2	3	11	-2
COCCn1c(C)cc(C(=O)COC(=O)/C=C/c2ccc(OC)cc2OC)c1C	-2	1	1	-4	1	-5	2	21	3
CCOc1cc(/C=C(/NC(C)=O)C(=O)O)cc(Cl)c1OCc1cccc(Br)c1	11	-1	0.97	3	0.89	-1	1	-10	-6
Cc1cccc(Cl)c1NC(=S)NCCc1ccccn1	8	-6	0.83	17	0.92	-1	-1	-2	-8
COc1ccc(C(=O)NC(=S)Nc2cccnc2)cc1Cl	9	-6	0.88	12	0.91	-1	5	14	-11
C/C(N)=C(/C#N)C(=O)COC(=O)Cc1coc2ccc3ccccc3c12	1	2	1.1	-6	0.99	0	-15	-9	-3
COC(=O)/C(C#N)=C/c1c(Oc2cccc(C)c2C)nc2ccccn2c1=O	18	-3	0.96	4	0.82	-2	-38	3	-6
COC(=O)c1cc2sccc2n1Cc1ccc(C)cc1	-8	-1	1	-3	1.1	-5	2	31	-2
CC1(C)CC(=O)C(C=NCCN2CCOCC2)=C(O)C1	-31	0	1.1	-6	1.3	-4	1	36	0
CCOC(CCNC(=O)c1cc(-c2cccs2)nc2ccccc12)OCC	3	2	0.95	5	0.97	-2	0	8	-4
CC(=O)c1c(C)[nH]c(C(=O)OCC(=O)Nc2c(C)n(C)n(-c3ccccc3)c2=O)c1C	16	0	1	0	0.84	-1	2	3	-12
COc1cc(C(=O)NCCNC(=O)c2cc(OC)c(C)c(OC)c2)cc(OC)c1C	-6	3	0.98	2	1.1	-2	-2	10	-2

(listing goes on)
SMILES	hIAP inh	APOBEC3A inh	mIAP activ	mIAP inh	hIAP act	beta cell repl	SENP1 FRET inh	NLRP3 yeast inh	A3G deaminase
CN(C)c1ccc(P(=O)(OC2CCCCC2)C(O)c2ccncc2)cc1 (configuration not stated)	2	2	1	-2	0.98	-1	2	19	-3
CCNC(=O)COC(=O)C1CCN(S(=O)(=O)c2ccc3c(c2)OCCO3)CC1	0	-1	0.89	11	1	1	1	17	-10
CC1=CCC(Cc2nc3ccccc3o2)C1(C)C (configuration not stated)	7	-4	0.97	3	0.93	1	1	-13	-4
Cc1cccc(NC(=O)C2CCN(c3nccc(C)n3)CC2)c1	-16	-5	1.1	-12	1.2	0	-2	10	-9
CC(C)OC(=O)CSc1nnc(-c2ccc(Cl)cc2Cl)n1N	0	-1	0.94	6	1	0	1	-28	-6
CCOC(=O)N1CCN(CCC(=O)Nc2cc(OC)cc(OC)c2)CC1	11	0	0.98	2	0.89	0	-1	-12	-2
NC(=O)c1nsc(C(=O)N(c2cccc(F)c2)C(C(=O)NCC2CCCO2)c2cccs2)c1N (configuration not stated)	-11	-1	0.96	4	1.1	1	-35	15	-10
COc1ccc(N2CCN(CC(=O)c3ccc(O)c(C)c3O)CC2)cc1	-7	-5	0.99	1	1.1	-4	1	26	-2
CCCc1cc(=O)oc2cc(OCC(=O)NCC3CCC(C(=O)O)CC3)ccc12 (configuration not stated)	3	0	0.93	7	0.97	-2	1	-5	-5
CC1CC(C)CN(C(=O)C(C)N2CCN(S(=O)(=O)c3ccccc3F)CC2)C1 (configuration not stated)	4	-1	1	-4	0.96	-5	1	22	-4
COc1ccc(OC)c(NC(=O)COC(=O)CN2C(=O)NC3(CCCC3)C2=O)c1	6	-6	1	-1	0.94	5	-1	-13	-10
Cn1c(=O)c2c(nc(N3CCCCC3)n2CCNC2=NCCC2)n(C)c1=O	-10	-6	1.1	-9	1.1	0	1	-13	-8
CCOC(=O)[C@H]1[C@H]2COc3ccc(Br)cc3[C@@H]2N2C(=O)c3ccc(Cl)cc3NC(=O)[C@@]12C	0	-3	0.96	4	1	-8	1	-5	-8
CCC(C)[C@H](NC(=O)[C@@H]1Cc2c([nH]c3ccccc23)C2c3ccccc3C(=O)N21)C(=O)N1CCC[C@@H]1C(=O)O (some centres not stated)	26	-5	0.9	10	0.74	3	-108	11	-15
CCSc1nnc(SCC(=O)NC2CCCCC2)s1	19	-2	0.93	8	0.81	-4	-2	26	-10
CCOC(=O)CNC(=O)CSc1nc(N)cc(N)n1	2	-7	1	-1	0.98	-2	-1	3	-7
Cc1ccc(NC(=O)CN2C(=O)COc3ccc(S(=O)(=O)N4CCCC4)cc32)cc1C	0	-3	1	-5	1	-2	-1	17	-3
O=C(c1ccc2c(c1)OCCO2)C1CCN(C(=O)Nc2ccccc2F)CC1	2	-2	1	0	0.98	-3	2	16	-7
CCN(CC)c1ccc(-c2n[nH]c(=S)n2-c2ccccc2C)cc1	-20	0	0.95	5	1.2	-6	-1	24	-3
OC(CN1CCN(c2ccccc2F)CC1)c1ccc(F)cc1 (configuration not stated)	-10	1	1	0	1.1	-3	-1	16	-1
Cc1ccc(CCNC(=O)CS(=O)Cc2nc(-c3cccs3)oc2C)cc1 (configuration not stated)	-6	7	0.91	9	1.1	0	-6	0	0
Cc1nnc(N/N=C/C2CC=CCC2)[nH]c1=O (configuration not stated)	7	0	1.1	-13	0.93	-3	3	0	1
O=C(Nc1ccc(F)cc1F)Nc1csc2ccccc12	4	-2	2.3*	-128	0.96	-2	2	36	-5

Two consecutive entries out of the list so far, quoted:
SMILES	hIAP inh	APOBEC3A inh	mIAP activ	mIAP inh	hIAP act	beta cell repl	SENP1 FRET inh	NLRP3 yeast inh	A3G deaminase
Cc1nnc(N/N=C/C2CC=CCC2)[nH]c1=O (configuration not stated)	7	0	1.1	-13	0.93	-3	3	0	1
O=C(Nc1ccc(F)cc1F)Nc1csc2ccccc12	4	-2	2.3*	-128	0.96	-2	2	36	-5

High-throughput results deposited in PubChem by Sanford-Burnham Center for Chemical Genomics.

The list is partial (hit frequency here may not be typical).
